HEK293 viab – cell viability loss counter-screen; HEK-293-SNCA-luc viability, GF-AFC fluorescence, 24 h; Potency, µM (doses to about 57.1 µM), inactives show at the top dose activity change, negative = cytotoxicity, most hits filed as cytotoxic; 0.12% of 150,000 active; AID 1671193;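 note: potency is the fitted concentration of half-maximal effect; 0% = DMSO-treated cells and -100% = medium-only wells without cells; nearly all actives have a fitted effect of over 30% in size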
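HEK-293-SNCA-luc cells (1500/well) plated 24 h, then exposed 24 h to a dilution series; GF-AFC added 30 min at 37C, fluorescence 405/540 nm; normalised to medium-only and DMSO wells, Hill fit.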
IP6K1 inh – IP6K1 kinase inhibition; Q92551; IP6K1 kinase, ADP-Glo luminescence, 2 h; hits give low values; activity change, % (series mostly up to about 58 µM); 0.81% of 140,000 active; AID 1645851; in the data active = activity change below about -25%
Target sequence (Q92551 whole entry, looked up): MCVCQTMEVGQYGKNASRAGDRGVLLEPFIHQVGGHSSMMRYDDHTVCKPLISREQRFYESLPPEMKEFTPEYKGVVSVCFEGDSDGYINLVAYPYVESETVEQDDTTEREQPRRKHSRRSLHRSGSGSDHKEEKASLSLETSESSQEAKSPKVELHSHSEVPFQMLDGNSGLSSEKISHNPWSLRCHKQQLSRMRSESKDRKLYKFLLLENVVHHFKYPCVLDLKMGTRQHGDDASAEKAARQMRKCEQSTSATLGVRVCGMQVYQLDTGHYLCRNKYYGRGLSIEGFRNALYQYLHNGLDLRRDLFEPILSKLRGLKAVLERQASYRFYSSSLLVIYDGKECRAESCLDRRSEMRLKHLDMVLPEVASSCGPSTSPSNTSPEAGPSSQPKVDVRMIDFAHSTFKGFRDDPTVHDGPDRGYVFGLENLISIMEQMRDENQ
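ADP-Glo luminescence measures ADP made by human IP6K1 during a 2 h RT reaction with ATP/IP6 (mix at 1.3 mM/130 uM); top library doses 57.5 and 19.1 uM final.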
Luciferase inh – Photinus pyralis luciferase inhibition; Potency, µM (doses to about 115 µM), without a hit: top-dose activity change, negative = inhibition, hits mostly inhibitors; 2.5% of 76,000 active; purified P. pyralis luciferase, luminescence, biochemical; AID 1347043; note: potency is the fitted concentration of half-maximal effect; nearly all actives have a fitted effect of over 65% in size
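Luminescence read by CCD imager after adding enzyme (10nM final) to wells holding compound, titrated in qHTS. Substrates 10uM each D-luciferin and ATP; buffer 50mM Tris acetate pH 7.5, 10mM Mg acetate, Tween-20, BSA.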
NIH3T3 tox – kills NIH 3T3 cells. Potency, µM (titrated, usually from 96.7 µM), without a hit: at the highest dose activity change, negative = cytotoxicity, usual class: inhibitors. 4.3% of 94,000 active. AID 1345082. NIH 3T3 viability, CellTiter-Glo ATP luminescence, 48-72 h; note: potency is the fitted concentration of half-maximal effect; nearly all actives have a fitted effect of over 55% in size
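Viability of NIH 3T3 cells after 48 or 72 hr compound treatment at 37 °C was assessed by CellTiter-Glo, with luminescence imaged following a 10 min room-temperature step.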
HEK cytotox – cytotoxic compounds in HEK 293 cells; 6.6% of 94,000 active; AID 1345083; Potency, µM (highest dose often 115 µM), for the others: at the top dose activity change, negative = cytotoxicity, hits mostly inhibitors; HEK 293 viability, ATP luminescence (CellTiter-Glo), 48-72 h; note: potency is the fitted concentration of half-maximal effect; nearly all actives have a fitted effect of over 60% in size
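Luminescence from cellular ATP, measured with CellTiter-Glo, indicates HEK 293 viability. Cells plated at 250 cells/well are treated with compound for 48 or 72 hr at 37 degree Celsius before reagent addition.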
SNCA expr inh – inhibitors of alpha-synuclein (SNCA) gene expression | HEK-293 SNCA-luciferase knock-in, luminescence, 24 h | 0.17% of 140,000 active | Potency, µM (highest dose often 57.2 µM), for inactives: at the top dose activity change, negative = inhibition, hits mostly inhibitors;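 note: potency is the fitted concentration of half-maximal effect; plate controls were DMSO cells for no effect and cell-free wells for full effect; nearly all actives have a fitted effect of over 45% in size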
GPT2 inh – GPT2 alanine aminotransferase inhibition | Q8TD30 | Recombinant GPT2, coupled pyruvate oxidase/HRP Amplex Red fluorescence | Potency, µM (doses to about 57.7 µM), for inactives: at the highest dose activity change, negative = inhibition, usual class: inhibitors | 0.25% of 100,000 active | AID 1671188; note: potency is the fitted concentration of half-maximal effect; nearly all actives have a fitted effect of over 60% in size; many of its hits are not listed in these tables
Target sequence (Q8TD30 whole entry, looked up): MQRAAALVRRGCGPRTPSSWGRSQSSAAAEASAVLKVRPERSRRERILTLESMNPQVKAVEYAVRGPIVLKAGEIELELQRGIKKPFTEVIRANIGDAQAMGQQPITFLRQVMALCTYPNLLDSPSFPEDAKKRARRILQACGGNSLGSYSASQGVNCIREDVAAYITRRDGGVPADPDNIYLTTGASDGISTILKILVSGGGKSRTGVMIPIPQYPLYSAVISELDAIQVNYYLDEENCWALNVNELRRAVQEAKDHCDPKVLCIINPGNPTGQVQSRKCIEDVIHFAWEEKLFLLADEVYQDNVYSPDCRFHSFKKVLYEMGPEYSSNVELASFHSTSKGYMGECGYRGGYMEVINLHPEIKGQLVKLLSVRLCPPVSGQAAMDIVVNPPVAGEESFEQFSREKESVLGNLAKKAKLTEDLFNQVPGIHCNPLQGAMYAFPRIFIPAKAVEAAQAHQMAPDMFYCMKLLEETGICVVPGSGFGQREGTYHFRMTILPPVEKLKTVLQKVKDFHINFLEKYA
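GPT2 10ng/uL, a-KG 250uM, L-Ala 2mM, HEPES pH7.5 + 0.0001% Tween; 30 min RT. Then Amplex mix (PO/HRP/ThPP), 30 min RT dark, fluorescence. AOA 50uM used as positive control.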
Active calls of the source: *; i = inactive; ? = inconclusive; . = not tested or not shown; [ ] = remark or other dose. Unless noted, calls come from the whole dose curve; as a rule, active = well fitted curve in the direction sought with a large enough effect; inconclusive = small, poorly fitted or top-dose-only effect, or another doubt; inactive = no such curve, though single readings can be large; an effect the other way counts as inactive or inconclusive. Unless noted, % is set by controls: 0 for no effect and ±100 for the full control effect.

Below each compound – NIH3T3 tox | HEK293 viab | GPT2 inh | Luciferase inh | HEK cytotox | IP6K1 inh | SNCA expr inh
Cc1nn2c(c1-c1ccccc1OCc1ccccc1)N(C(=O)Cc1ccccc1)CCC2
  45µM* | ? | -4%[88.5 µM] | 11%[172 µM] | 79µM* | -17 | ?
CCc1ccc(NCc2cc3cc4c(cc3n(CC(=O)Nc3cccc(OC)c3)c2=O)OCO4)cc1
  . | 3% | . | . | . | -5 | 0%
CCc1ncc(C(=O)N(C)C2CCN(Cc3ccccc3)C2)cn1 (configuration not stated)
  -16% | 10% | ? | -5% | -4% | -16 | -2%
O=C(O)c1ccc(CN2CCOC[C@H]2c2ncc(-c3ccc(C(F)(F)F)cc3)[nH]2)cc1
  -14%[138 µM] | -7%[87.6 µM] | -14%[88.5 µM] | -21%[172 µM] | -12%[172 µM] | 1 | -10%[87.6 µM]
CC(C)CN(Cc1cccnc1)C1CN(C(=O)CCc2nc3ccccc3s2)C1
  ? | -1% | i | 0% | ? | -5 | 7%
COc1ccc(-c2cccc(NS(=O)(=O)c3cccs3)c2)nn1
  . | -1% | . | . | . | 0 | 107%[activator]
COc1ccccc1-c1ccc(NCC2CCCN(C(=O)C3CC3)C2)nn1 (configuration not stated)
  -18% | 1% | -15% | ? | -27% | 16 | 49%[activator]
O=C(NCc1ccc(F)cc1)C1CCc2nnc(-c3cccc(C(F)(F)F)c3)n21 (configuration not stated)
  -12% | 8% | i | . | ? | 2 | 2%
Clc1cccc(N2CCN(c3ncnc4c3nc3n4CCCCC3)CC2)c1
  . | ? | . | . | . | 7 | ?
COc1ccc(C(=O)N2CCC(=O)N(CCC#N)C[C@H]3COc4cc(OC)ccc4[C@H]32)cc1
  ? | . | . | . | -19% | -8 | .
N#Cc1ccc(C(=O)Nc2ccc(=O)n3c2[C@@H]2C[C@@H](CN(C(=O)c4ccc(F)cc4)C2)C3)cc1
  4% | -1% | -6% | -4% | 0% | 10 | -12%
O=c1oc2ccc(Br)cc2cc1-c1csc(-c2ccccc2)n1
  . | 3% | . | . | . | 1 | -16%
COc1ccc(C(=O)N2CCN(c3ccnc4ccnn34)CC2)cc1
  ? | 2%[87.6 µM] | i | . | ? | 5 | 6%[87.6 µM]
O=C(c1ccc(Cl)cc1)N1CCC2(CC1)CC(c1cccc(C(F)(F)F)c1)=NO2
  ? | . | . | . | 32µM* | 7 | .
Cc1ccc(-c2c3c(=O)n(C)c(=O)n(C)c3c3c(-c4cccc(C)c4)nc4ccccc4n23)cc1
  . | -2% | . | . | . | 16 | 12%
CCCCOc1ccc(C(C)NC(=O)CN2C(=O)CSc3ccc(S(=O)(=O)N4CCOCC4)cc32)cc1 (configuration not stated)
  . | -4% | . | . | . | 7 | -10%
Cc1ccc(C2Cn3nnc(C(=O)N4CCC(C(=O)NCCC5=CCCCC5)CC4)c3CO2)cc1 (configuration not stated)
  i | 3% | i | 10µM* | 10% | 10 | 65%[activator]
CCCNC(=O)Cc1ccc(N(Cc2ccc(F)cc2)C(=O)c2ccco2)cc1
  ? | 8% | i | 4% | 89µM* | -15 | 3%
O=C(Nc1ccccc1)N[C@H]1[C@H](O)[C@@H](Oc2ccccc2)[C@@H]2OC[C@H]1O2
  -25%[174 µM] | 2%[87.6 µM] | 0%[88.5 µM] | ? | -9%[172 µM] | -5 | -15%[87.6 µM]
CC(=O)N[C@H](C)c1onc(-c2ccc(Cl)cc2)c1C(=O)O
  -4%[138 µM] | -2%[87.6 µM] | 2%[88.5 µM] | -18%[172 µM] | -9%[172 µM] | 0 | 26%[87.6 µM]
O=C1NCCCCCN(Cc2cccnc2)[C@@H]2CN(C(=O)Nc3ccccc3F)CC[C@@H]12
  -16% | 3% | ? | -1% | -12% | 3 | 22%
Cc1ccc([S+](=O)([O-])N2CCC3OCCN(C(C)C)C(=O)C3C2)cc1 (configuration not stated)
  ? | 0%[87.6 µM] | -4%[88.5 µM] | 2%[172 µM] | -9%[172 µM] | -8 | 18%[87.6 µM]
CCOc1ccccc1C(=O)NC1CCN(c2cnn(CCOC)c(=O)c2)CC1
  -20% | -12% | i | -3% | -10% | 43 | -16%
O=C(NCc1ccco1)C1CC(c2ccccc2)CN(C(=O)c2ccoc2)C1 (configuration not stated)
  -17% | 3% | 3% | -16% | ? | 3 | -5%
CC1(C)CN(C(=O)c2ccc(CSc3ccccn3)cc2)CC1(C)O (configuration not stated)
  -40% | 7% | 1% | 0% | ? | 17 | -3%
CCCN(C)C(=O)c1c(-c2ccc(OC)cc2)noc1[C@H](C)O
  -17%[174 µM] | -1%[87.6 µM] | -29%[88.5 µM] | 10%[172 µM] | -21%[172 µM] | 1 | -5%[87.6 µM]
CCCC(C)NC(=O)c1cccc(-c2ccc(OC)nn2)c1 (configuration not stated)
  -41%[138 µM] | . | . | . | ? | 20 | .
O=C(CN1C(=O)C2CCCCN2c2ccc(C(=O)N3CCCC3)cc21)NCc1cccc(F)c1 (configuration not stated)
  . | 5% | . | . | . | -1 | -14%
Cc1cccc(C)c1OC(=O)CSc1nnc(-c2cccs2)o1
  . | 4% | . | . | . | 5 | -19%
N#Cc1cccnc1-c1ccc(C(=O)N2CCC(NC(=O)c3ccc(F)cc3)CC2)cc1
  ? | -9%[12.5 µM] | i | . | ? | 12 | ?
CCC(=C(CC)c1ccc(O)cc1)c1ccc(O)cc1
  . | 7% | -10% | . | . | . | -17%
CC(C)(C)C(=O)N1CCCC(C(=O)N2CCC3(CC2)CC(=O)Nc2ccccc2O3)C1 (configuration not stated)
  -8% | 3% | i | . | ? | -7 | -22%
COc1cc2c(cc1OC)C(C[C@H]1CN(C(=O)c3ccc4c(c3)OCO4)CC[C@H]1CC(=O)O)=NCC2
  -2% | 4% | 4% | 6% | i | 8 | 4%
N#CC1CCN(C(=O)c2c[nH]c3ncccc23)CC1
  -13%[138 µM] | 5%[87.6 µM] | i | -8%[172 µM] | -23%[172 µM] | 10 | ?
O=C1CC(c2ccccc2)N(C(=O)CNC(=O)c2ccc3[nH]ccc3c2)CCCCCN1 (configuration not stated)
  i | -11% | -6% | -19% | ? | -6 | -3%
O=C(COc1ccc(Cl)cc1)NCC(c1ccco1)S(=O)(=O)c1ccccc1 (configuration not stated)
  . | 12% | . | . | . | 12 | -13%
Cc1ccc(OC2(C(=O)NC(C)c3nn[nH]n3)CCNCC2)cc1 (configuration not stated)
  -11% | 4% | 0%[11.5 µM] | 7% | -8% | 14 | ?
O=C(N[C@H]1CO[C@H]2[C@@H]1OC[C@@H]2n1nnnc1-c1ccc2c(c1)OCO2)c1ccc(C(F)(F)F)cc1
  -7% | -10% | 1% | 2% | ? | -1 | 10%
COc1cc(Nc2nc(SCc3cccc(Cl)c3)nc3ccccc23)cc(OC)c1
  . | -8% | . | . | . | 9 | ?
CCOc1ccc2c(n1)CCN(C(=O)c1cccc(OC)c1)C2
  i | 13%[12.5 µM] | i | 0% | 10% | 0 | 12%
CN(C(=O)c1cc(-c2ccc(C(F)(F)F)cc2)nc2c1cnn2C)c1ccccc1
  ? | . | . | . | ? | -4 | .
O=C(CC(c1ccccc1)c1ccccc1F)N1CCSCC1 (configuration not stated)
  -28% | -8% | ? | 5% | ? | 2 | -29%
Cc1cccc(-c2nc3ccc(C(=O)NCc4cccc(C(F)(F)F)c4)cc3o2)n1
  -24%[138 µM] | -8%[87.6 µM] | i | . | ? | 10 | 12%[87.6 µM]
O=C(CSc1nc2ccccc2nc1Cc1ccccc1)N1CCN(c2ccccc2)CC1
  . | 11% | . | . | . | -5 | 34%[activator]
CC(=O)N1CCN([S+](=O)([O-])c2ccc(Cl)nc2)C(=O)C1
  -6% | 2% | i | . | 0% | 7 | 4%
COc1ccc(C(=O)N2CCC3(CC2)OCC(C(=O)NCC(C)C)N3C(=O)c2ccc(C)cc2)cc1 (configuration not stated)
  2% | -17% | i | -4% | 5% | 9 | -8%
O=C(c1ccccc1F)N1CCCN(c2cc(-c3ccccc3)[nH]n2)CC1
  -25% | -5% | ? | -4% | -28% | -9 | 13%
CC(=O)Nc1ccc(NC(=O)CC2Sc3ccccc3NC2=O)cc1 (configuration not stated)
  . | -7% | . | . | . | -14 | 18%
CCOc1ccc(OCC)c(NS(=O)(=O)c2cc(Br)cc3c2N(C(C)=O)C(C)C3)c1 (configuration not stated)
  . | 5% | . | . | . | -3 | -9%
CC1(C(=O)N2CCN(c3ccccn3)CC2)CCCc2cnc(Nc3cccnc3)nc21 (configuration not stated)
  ? | -8%[87.6 µM] | -4%[88.5 µM] | 3%[172 µM] | -3%[172 µM] | -1 | 11%[87.6 µM]

The list goes on.
Below each compound – NIH3T3 tox | HEK293 viab | GPT2 inh | Luciferase inh | HEK cytotox | IP6K1 inh | SNCA expr inh
COC(=O)C12CCC(C)C(C)C1C1=CCC3C4(C)CCC(OC(C)=O)C(C)(C)C4CCC3(C)C1(C)CC2 (configuration not stated)
  . | 0%[23.9 µM] | -7%[27.3 µM] | . | . | 34 | .
CCN1C(=O)CCN(C(=O)NCc2ccccc2)CC12CCOCC2
  -6% | ? | i | -1% | -6% | -11 | 4%
Cc1ccc(S(=O)(=O)c2nnn3c2nc(N2CCN(c4ccccc4F)CC2)c2cc(Cl)ccc23)cc1C
  . | -4% | . | . | . | -4 | -6%
COc1ccc(NC(=O)CN2C(=O)COc3ccc(C(=O)COc4cccc(F)c4)cc32)cc1
  40µM* | ? | 2% | -14% | -50% | 7 | 4%
Cc1cccc(Cn2nnc3c(=O)[nH]c(C4CCCN(C(=O)c5ccc(C(C)(C)C)cc5)C4)nc32)c1 (configuration not stated)
  . | ? | . | . | . | -1 | ?
O=C1NCCCCCCN(C(=O)CCC2CCCC2)[C@H]2C[C@H](c3nc(Cc4ccccc4)no3)C[C@@H]12
  ? | -10% | i | -13% | 32µM* | 0 | 18%
CC(=O)c1[nH]cc(CCC(=O)O)c1CC(=O)O
  . | 5% | 2% | . | . | -5 | .
c1ccc(-c2noc(Nc3ccc4c(c3)OCCO4)n2)cc1
  ? | -3% | i | 22µM* | 40µM* | 0 | 152%[activator]
CN1c2cc(C(=O)Nc3ccc4c(c3)CCC4)ccc2C(=O)N2CCCCCC21 (configuration not stated)
  ? | -8%[12.5 µM] | i | ? | ? | 44 | 67%[activator]
COc1ccc(C(=O)N[C@@H]2CCC[C@@H]2C(=O)NCc2ccccc2C(F)(F)F)cc1
  -8% | -24% | i | -9% | -35% | 11 | 7%
COCC1CN(C(C)=O)CC12CCN(C(=O)c1ccc(C(F)(F)F)cc1)CC2 (configuration not stated)
  -13% | 0% | -8% | -9% | -2% | -1 | -7%

In the list so far, these have a furan ring, fused or not:
Below each compound – NIH3T3 tox | HEK293 viab | GPT2 inh | Luciferase inh | HEK cytotox | IP6K1 inh | SNCA expr inh
CCCNC(=O)Cc1ccc(N(Cc2ccc(F)cc2)C(=O)c2ccco2)cc1
  ? | 8% | i | 4% | 89µM* | -15 | 3%
O=C(NCc1ccco1)C1CC(c2ccccc2)CN(C(=O)c2ccoc2)C1 (configuration not stated)
  -17% | 3% | 3% | -16% | ? | 3 | -5%
O=C(COc1ccc(Cl)cc1)NCC(c1ccco1)S(=O)(=O)c1ccccc1 (configuration not stated)
  . | 12% | . | . | . | 12 | -13%
